TR SRC2 fluor cs: Texas Red fluorescence interference in TRb-SRC2 counter-screen | TRb/SRC2 Texas Red total fluorescence interference | Potency, µM (titrated, usually from 106 µM), for inactives: top-dose fluorescence change, negative = quenching | actives 0.29% (n = 280,000) | AID 1479; active = well fitted curve in either direction with a large enough effect; inconclusive = small, poorly fitted or top-dose-only effect
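Flags fluorescent or light-absorbing compounds by total fluorescence, S + 2P, at 555 nm excitation and 632 nm emission. Mixture: 20 nM Texas Red SRC2 peptide, 0.6 uM human TRb LBD, 1 uM T3, 5% DMSO; compound exposure 5 h at ambient temperature.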
aGlu spleen mod: lysosomal alpha-glucosidase (human) modulation; P10253; human spleen homogenate, 4-MU-alpha-glucoside fluorescence; Potency, µM (top dose mostly 79.9 µM), for the others: at the top dose activity change, negative = inhibition, most hits filed as inhibitors; actives 0.006% (n = 240,000);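 note: 0% = enzyme with vehicle and -100% = no enzyme basal signal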
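Human spleen homogenate (1 ug) with 4-methylumbelliferyl-alpha-D-glucopyranoside (1 mM final) in 50 mM citrate/phosphate pH 5.0, 0.01% Tween-20; 40 min at 37 C. Stopped at pH 10; 4-MU fluorescence Ex 365/Em 440 nm; AC50 by Hill fit.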
L3MBTL1 block: L3MBTL1 (human) inhibition; actives 0.66% (n = 230,000); AlphaScreen L3MBTL1–H3K9me1 peptide binding; Q9Y468; AID 485360; Potency, µM (titrated, usually from 57.1 µM), for inactives: top-dose activity, negative = inhibition, hits mostly inhibitors; note: nearly all actives have a fitted effect of over 60% in size
Target sequence (Q9Y468 whole entry, looked up): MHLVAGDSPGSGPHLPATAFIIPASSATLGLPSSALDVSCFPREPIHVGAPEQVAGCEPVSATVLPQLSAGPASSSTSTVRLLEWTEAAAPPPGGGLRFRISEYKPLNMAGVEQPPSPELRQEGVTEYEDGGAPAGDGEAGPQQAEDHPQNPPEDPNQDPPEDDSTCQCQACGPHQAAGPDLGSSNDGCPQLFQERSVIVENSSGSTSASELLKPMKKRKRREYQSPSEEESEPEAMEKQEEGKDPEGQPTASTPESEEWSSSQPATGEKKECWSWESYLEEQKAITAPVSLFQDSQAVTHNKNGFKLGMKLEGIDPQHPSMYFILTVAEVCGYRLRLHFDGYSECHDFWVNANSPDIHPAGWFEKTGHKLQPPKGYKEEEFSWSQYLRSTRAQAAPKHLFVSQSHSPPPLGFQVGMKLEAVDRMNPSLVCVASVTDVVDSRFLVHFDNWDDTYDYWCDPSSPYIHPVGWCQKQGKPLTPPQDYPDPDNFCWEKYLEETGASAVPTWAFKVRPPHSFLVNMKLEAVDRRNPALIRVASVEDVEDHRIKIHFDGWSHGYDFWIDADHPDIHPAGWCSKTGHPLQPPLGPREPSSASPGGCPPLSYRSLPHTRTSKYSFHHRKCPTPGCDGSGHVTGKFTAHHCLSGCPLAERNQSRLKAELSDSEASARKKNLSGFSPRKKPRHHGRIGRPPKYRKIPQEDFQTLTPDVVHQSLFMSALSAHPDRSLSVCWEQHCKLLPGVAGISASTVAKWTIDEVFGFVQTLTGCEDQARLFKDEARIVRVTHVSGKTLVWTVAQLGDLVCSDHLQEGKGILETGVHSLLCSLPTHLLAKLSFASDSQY
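AlphaScreen proximity signal between nickel-chelate acceptor and streptavidin donor beads (final 10 ug/mL) reports binding of 50 nM L3MBTL1 to 75 nM biotin-H3 K9me1 peptide; complex incubated with compounds 30 min at room temperature; cefsulodin titration as control.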
TRb SRC2 PPI: TRbeta-SRC2 interaction inhibition; TRbeta-SRC2 peptide binding, fluorescence polarization; receptor liganded with 1 µM T3; Potency, µM (series often up to 106 µM), for the others: top-dose activity change, negative = inhibition, usual class: inhibitors; AID 1469; actives 0.065% (n = 280,000);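 note: plate controls were bound peptide for no effect and peptide without receptor for full effect; nearly all actives have a fitted effect of over 50% in size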
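Compounds were added to 0.6 uM TRb ligand-binding domain and 20 nM Texas Red-labeled SRC2 peptide in Tris buffer containing 1 uM T3, incubated 5 hr at ambient temperature, then read by fluorescence polarization.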
GAA inh: blocks human lysosomal alpha-glucosidase; P10253; purified human GAA, 4-MU-alpha-glucoside fluorescence; Potency, µM (top dose mostly 76.9 µM), for the others: at the top dose activity change, negative = inhibition, hits mostly inhibitors; actives 0.005% (n = 200,000);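 note: plate controls were uninhibited enzyme wells for no effect and no-enzyme background for full effect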
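Compounds are titrated up to 77 uM against 4 nM human enzyme. Substrate 4-methylumbelliferyl-alpha-D-pyranoside (400 uM) reacts 20 min at room temperature in pH 5.0 buffer; liberated 4-methylumbelliferone is read at 440 nm.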
RECQ1 helicase: blocks DNA unwinding by human RECQ1; Potency, µM (titrated, usually from 57.3 µM), for inactives: at the highest dose activity, negative = inhibition, hits mostly inhibitors; RECQ1 DNA unwinding, red fluorescence kinetic read; AID 2549; actives 0.54% (n = 240,000); P46063;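 note: plate controls were vehicle for no effect and no enzyme for full effect; nearly all actives have a fitted effect of over 30% in size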
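50 nM RECQ1T1 preincubated 15 min with compound in Tris pH 8.0 buffer with MgCl2, DTT, Tween-20 and 2.5 ug/ml poly(dI-dC); started with 200 nM TAMRA/BHQ-2 forked duplex and 2 mM ATP. Unwinding read as fluorescence (525/598 nm), two reads 2 h apart.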
RGS12 GoLoco inh: inhibitors of human Gai1-RGS12 GoLoco interaction (red fluorophore); P63096; Gai1:RGS12 GoLoco peptide FP, rhodamine, 10 min; Potency, µM (highest dose often 61.6 µM), without a hit: at the highest dose activity, negative = inhibition, actives largely listed as inhibitors; actives 0.44% (n = 230,000); active = well fitted inhibition curve with a large enough effect, not every such curve was filed as active; inactive = no such curve, though single readings can be large or run the other way; note: nearly all actives have a fitted effect of over 30% in size; many of its hits are not listed in these tables
GAA glycogen mod: GAA glycogen-cleavage inhibition or activation; actives 0.38% (n = 300,000); AID 2100; P10253; Potency, µM (series often up to 76.4 µM), for the others: top-dose activity change, negative = inhibition, hits mostly inhibitors; recombinant GAA, glycogen substrate, Amplex Red glucose oxidase fluorescence;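 note: 0% = full enzyme reaction and -100% = no-enzyme basal signal; the screen sought inhibitors and activators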
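qHTS, 1536-well; enzyme 4 nM final; cpd up to 77 uM; substrate bovine liver glycogen 30 ug; 50 mM citrate/phosphate pH 5.0, 0.01% Tween-20; 37 C, 40 min; Amplex Red detection 45 min RT; Hill fit → AC50.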
* marks the source's active call; other numbers are inactive results; [ ] = dose if it differs, or a comment. Unless noted, calls come from the whole dose curve; as a rule, active = well fitted curve in the direction sought with a large enough effect; inconclusive = small, poorly fitted or top-dose-only effect, or another doubt; inactive = no such curve, though single readings can be large; an effect the other way counts as inactive or inconclusive. Unless noted, % is set by controls: 0 for no effect and ±100 for the full control effect; potency is the fitted concentration of half-maximal effect. This is a subset, so the mix of outcomes need not match the whole.

`CCN(CC(=O)Nc1ccc2c(c1)OCCO2)C(=O)CC1CCCC1` gave TR SRC2 fluor cs 1.3%, aGlu spleen mod -12.6%, TRb SRC2 PPI 2.1%, GAA inh -2.3%, RECQ1 helicase 0.1%, RGS12 GoLoco inh 1.0% and GAA glycogen mod -5.7%.
For CC(C)NC(=O)CSc1nc2ccccc2c(=O)n1CCCOC(C)C the results were TR SRC2 fluor cs -1.6%, aGlu spleen mod -5.7%, L3MBTL1 block 4.9%, TRb SRC2 PPI 2.5%, GAA inh -3.6%, RECQ1 helicase inactive, RGS12 GoLoco inh 1.7% and GAA glycogen mod 0.5%.
`C=CCc1cccc2cc(C(=O)NC(C)(C)C)c(=O)oc12` gave TR SRC2 fluor cs 0.8%, aGlu spleen mod -1.5%, L3MBTL1 block 3.4%, TRb SRC2 PPI 6.5%, GAA inh 9.6%, RECQ1 helicase 1.7%, RGS12 GoLoco inh 6.5% and GAA glycogen mod -0.9%.
Cc1ccc(S(=O)(=O)NCCC(c2ccc(F)cc2)c2ccco2)cc1 (centres undefined) was read as TR SRC2 fluor cs 1.2%, aGlu spleen mod -1.2%, L3MBTL1 block 6.3%, TRb SRC2 PPI 3.4%, GAA inh -35.6%, RECQ1 helicase -17.2%, RGS12 GoLoco inh -6.2% and GAA glycogen mod -5.0%.
`Cc1ccc(C(=O)CC2(O)C(=O)N(CN3CCOCC3)c3ccccc32)cc1` (centres undefined) gave TR SRC2 fluor cs 2.4%, aGlu spleen mod -6.6%, L3MBTL1 block 12.2%[11.4 µM], TRb SRC2 PPI 1.4%, GAA inh 1.8%, RECQ1 helicase 3.1%, RGS12 GoLoco inh -13.7% and GAA glycogen mod 5.6%.
CCOc1ccc(C2N(c3ccc(Cl)cc3)C(=O)C3CCCN32)cc1OC (centres undefined) was read as TR SRC2 fluor cs 2.2%, aGlu spleen mod -5.5%, L3MBTL1 block -3.2%, TRb SRC2 PPI -2.4%, GAA inh 0.6%[15.4 µM], RECQ1 helicase -3.2%, RGS12 GoLoco inh 26.6% and GAA glycogen mod 9.2%.
COc1ccc(CCNC(=O)CSc2nnc(CNC(=O)c3ccccc3F)o2)cc1OC was read as TR SRC2 fluor cs 1.5%, aGlu spleen mod -2.7%, TRb SRC2 PPI 2.2%, GAA inh 2.3%, RECQ1 helicase -7.3%, RGS12 GoLoco inh -6.8% and GAA glycogen mod 7.6%.
CC(C)c1ccc(/C=C(\NC(=O)c2ccccc2)C(=O)NCCCN2CCOCC2)cc1 was read as TR SRC2 fluor cs 0.1%, aGlu spleen mod -3.3%, L3MBTL1 block 6.1%, TRb SRC2 PPI 0.0%, RECQ1 helicase -4.3%, RGS12 GoLoco inh 4.4% and GAA glycogen mod 5.0%.
O=C(Cc1c(O)c2ccccc2[nH]c1=O)N(Cc1ccccc1)Cc1ccccc1 was read as TR SRC2 fluor cs 0.0%, aGlu spleen mod -0.5%, L3MBTL1 block -1.9%, TRb SRC2 PPI 0.3%, GAA inh -4.5%, RECQ1 helicase -0.6%, RGS12 GoLoco inh -1.1% and GAA glycogen mod -2.9%.
`CNc1nc2c(C)cccn2c(=O)c1C=Nc1ccc(OC)cc1` gave TR SRC2 fluor cs -2.3%, aGlu spleen mod -2.3%, L3MBTL1 block -9.1%, TRb SRC2 PPI -2.7%, GAA inh inconclusive, RECQ1 helicase inactive, RGS12 GoLoco inh 0.2% and GAA glycogen mod -25.4%.
`CCCn1c(N2CCN(CC(=O)c3c[nH]c4ccccc34)CC2)nc2c1c(=O)[nH]c(=O)n2C` gave TR SRC2 fluor cs -0.3%, aGlu spleen mod 1.7%, L3MBTL1 block 0.1%, TRb SRC2 PPI -11.2%, GAA inh 3.0%, RECQ1 helicase -6.4%, RGS12 GoLoco inh -36.8% and GAA glycogen mod -2.0%.
`O=C(O)CCC(=O)NNC(=O)CCC(=O)Nc1ccccc1` gave TR SRC2 fluor cs -0.7%, aGlu spleen mod 7.2%, L3MBTL1 block inconclusive, TRb SRC2 PPI -6.4%, GAA inh 0.6%, RECQ1 helicase inactive, RGS12 GoLoco inh 3.4% and GAA glycogen mod 2.1%.
`Cc1cc(C)c(C)c(Cn2c(CO)nc3ccccc32)c1C` gave TR SRC2 fluor cs -4.7%, aGlu spleen mod -3.0%, L3MBTL1 block -1.2%, TRb SRC2 PPI -14.9%, GAA inh -1.1%, RECQ1 helicase -4.3%, RGS12 GoLoco inh -1.4% and GAA glycogen mod -8.2%.
Screening CCOC(=O)C1=C(C)C(c2ccccc2)NC(=S)N1 (centres undefined) returned TR SRC2 fluor cs 0.4%, aGlu spleen mod -3.4%, L3MBTL1 block -1.5%, TRb SRC2 PPI 2.2%, GAA inh -0.9%, RECQ1 helicase -0.4%, RGS12 GoLoco inh 0.3% and GAA glycogen mod -25.4%.
CC(C)N(Cc1cc2ccccc2[nH]c1=O)C(=O)C(C)(C)C was read as TR SRC2 fluor cs 2.0%, aGlu spleen mod 9.5%, L3MBTL1 block 2.2%, TRb SRC2 PPI 3.0%, GAA inh -5.0%, RECQ1 helicase -12.7%, RGS12 GoLoco inh 1.4% and GAA glycogen mod -16.7%.
Screening COC(=O)c1ccc(-c2noc(CN(C)CCC3CCCCO3)n2)cc1 (centres undefined) returned TR SRC2 fluor cs -1.6%, aGlu spleen mod -2.4%, L3MBTL1 block -22.2%, TRb SRC2 PPI -2.6%, GAA inh 9.6%, RECQ1 helicase -3.9%, RGS12 GoLoco inh 4.7% and GAA glycogen mod -1.7%.
`O=C(O)CCC(=O)NNc1ccccc1[N+](=O)[O-]` gave TR SRC2 fluor cs -0.8%, aGlu spleen mod -11.1%, L3MBTL1 block 0.8%, TRb SRC2 PPI 1.0%, GAA inh -10.0%, RECQ1 helicase -6.1%, RGS12 GoLoco inh -3.1% and GAA glycogen mod 8.2%.
For COC(=O)c1cc(-c2c(C)nn(-c3ccccc3)c2C)n[nH]1 the results were TR SRC2 fluor cs -2.1%, aGlu spleen mod 6.4%, TRb SRC2 PPI -0.6%, GAA inh -4.1%, RECQ1 helicase -0.2%, RGS12 GoLoco inh 2.1% and GAA glycogen mod 0.2%.
For CC(=O)Nc1ccc(Nc2nc(C)nc3c2oc2ccccc23)cc1 the results were TR SRC2 fluor cs -11.1%, aGlu spleen mod -0.5%, TRb SRC2 PPI -0.6%, GAA inh -9.0%, RECQ1 helicase -1.8%, RGS12 GoLoco inh 17.6% and GAA glycogen mod -5.4%.
For COc1ccc(CN2CC(C(=O)NCCC3=CCCCC3)CC2=O)cc1 (centres undefined) the results were TR SRC2 fluor cs -0.5%, aGlu spleen mod 0.1%, L3MBTL1 block 3.1%, TRb SRC2 PPI 3.2%, GAA inh -3.1%, RECQ1 helicase -6.1%, RGS12 GoLoco inh -2.8% and GAA glycogen mod 10.1%.
For Cc1ccc(NC(=O)c2ccco2)c(NC(=O)c2cccs2)c1 the results were TR SRC2 fluor cs -1.4%, aGlu spleen mod -1.8%, L3MBTL1 block 6.0%, TRb SRC2 PPI -17.6%, GAA inh 0.2%, RECQ1 helicase -0.5%, RGS12 GoLoco inh 4.4% and GAA glycogen mod 6.8%.
Screening COC12NC(=O)N(C)C1(OC)C(=O)N(C)C(=O)N2C (centres undefined) returned TR SRC2 fluor cs -0.9%, aGlu spleen mod -4.2%, L3MBTL1 block 1.0%, TRb SRC2 PPI -5.6%, GAA inh 2.6%, RECQ1 helicase 3.7%, RGS12 GoLoco inh 0.4% and GAA glycogen mod -8.5%.
For CCN(CC)C(=O)N1c2ccccc2C=Cc2ccccc21 the results were TR SRC2 fluor cs 2.5%, aGlu spleen mod 1.0%, TRb SRC2 PPI 3.5%, GAA inh 0.4%, RECQ1 helicase inactive, RGS12 GoLoco inh -6.9% and GAA glycogen mod 2.4%.
For O=C(Nc1cccc(S(=O)(=O)N2CCCCCC2)c1)c1cc(=O)c2ccccc2o1 the results were TR SRC2 fluor cs -6.2%, aGlu spleen mod -9.0%, L3MBTL1 block 29.4%, TRb SRC2 PPI -1.8%, GAA inh -15.2%, RECQ1 helicase -3.4%, RGS12 GoLoco inh 20.6% and GAA glycogen mod -3.5%.
For COc1ccc(NC(=O)CCNS(=O)(=O)c2ccc3c(c2)CCC(=O)N3)cc1 the results were TR SRC2 fluor cs -1.6%, aGlu spleen mod 3.2%, L3MBTL1 block 2.7%, TRb SRC2 PPI 6.9%, GAA inh 7.3%, RECQ1 helicase -3.5%, RGS12 GoLoco inh 6.5% and GAA glycogen mod 4.3%.
Cc1c(-c2ccc(F)cc2)nc(N)c(C#N)c1-c1cccs1 was read as TR SRC2 fluor cs 0.4%, aGlu spleen mod -4.6%, L3MBTL1 block 7.0%, TRb SRC2 PPI -4.3%, GAA inh inconclusive, RECQ1 helicase -10.0%, RGS12 GoLoco inh -1.5% and GAA glycogen mod 10.5%.
`CCCCOC(=O)c1cc(=O)[nH]c(=O)[nH]1` gave TR SRC2 fluor cs 0.5%, aGlu spleen mod -2.4%, L3MBTL1 block 10.0%, TRb SRC2 PPI 10.1%, GAA inh 0.7%, RECQ1 helicase -1.8%, RGS12 GoLoco inh 4.9% and GAA glycogen mod -5.6%.
Cc1csc(SCC(=O)Nc2nc3ccccc3s2)n1 was read as TR SRC2 fluor cs -4.2%, aGlu spleen mod 2.7%, TRb SRC2 PPI -3.1%, GAA inh -3.1%, RECQ1 helicase inactive, RGS12 GoLoco inh 6.9% and GAA glycogen mod -12.8%.

Quoted at random: 2 compounds from above.
`O=C(O)CCC(=O)NNC(=O)CCC(=O)Nc1ccccc1` gave TR SRC2 fluor cs -0.7%, aGlu spleen mod 7.2%, L3MBTL1 block inconclusive, TRb SRC2 PPI -6.4%, GAA inh 0.6%, RECQ1 helicase inactive, RGS12 GoLoco inh 3.4% and GAA glycogen mod 2.1%.
Cc1ccc(S(=O)(=O)NCCC(c2ccc(F)cc2)c2ccco2)cc1 (centres undefined) was read as TR SRC2 fluor cs 1.2%, aGlu spleen mod -1.2%, L3MBTL1 block 6.3%, TRb SRC2 PPI 3.4%, GAA inh -35.6%, RECQ1 helicase -17.2%, RGS12 GoLoco inh -6.2% and GAA glycogen mod -5.0%.

Source: PubChem BioAssay (National Center for Advancing Translational Sciences (NCATS))
